# Source: PubChem BioAssay
# TrxR1 substrate = is turned over as a substrate by rat TrxR1; O89049; purified TrxR1 substrate turnover, NADPH consumption readout; Potency, µM (top dose mostly 114 µM), for inactives: at the top dose activity change, negative = substrate turnover; 390,000 compounds, 0.01% hits; AID 588456; note: potency is the fitted concentration of half-maximal effect; % is set by controls: 0 for no effect and ±100 for the full control effect; nearly all actives have a fitted effect of over 50% in size
# Target sequence (O89049 whole entry, looked up): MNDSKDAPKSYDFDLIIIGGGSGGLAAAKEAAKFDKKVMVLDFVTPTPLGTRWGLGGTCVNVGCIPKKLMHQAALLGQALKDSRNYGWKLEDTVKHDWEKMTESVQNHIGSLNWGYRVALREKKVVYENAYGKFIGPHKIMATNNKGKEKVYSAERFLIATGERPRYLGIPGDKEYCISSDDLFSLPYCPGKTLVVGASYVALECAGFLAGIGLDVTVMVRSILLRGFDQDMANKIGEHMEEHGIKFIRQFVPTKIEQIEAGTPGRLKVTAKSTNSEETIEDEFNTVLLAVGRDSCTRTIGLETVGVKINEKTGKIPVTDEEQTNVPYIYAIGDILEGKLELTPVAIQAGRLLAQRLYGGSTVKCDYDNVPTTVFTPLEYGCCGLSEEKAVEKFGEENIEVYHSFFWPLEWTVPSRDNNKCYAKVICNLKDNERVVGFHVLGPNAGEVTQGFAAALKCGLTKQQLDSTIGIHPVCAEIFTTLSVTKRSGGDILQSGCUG
#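 Rat TrxR1, dispensed at 90 nM, was prereduced with 400 uM NADPH (final) for 5 min at ~22 deg C, then incubated with compound 15 min before 400 uM selenite. A first-read NADPH fluorescence drop versus no-compound background flagged substrates.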
# rTrxR1 inhibitor = blocks rat thioredoxin reductase 1. O89049. recombinant rTrxR1, NADPH fluorescence consumption, selenite substrate. Potency, µM (titrated, usually from 114 µM), without a hit: at the highest dose activity change, negative = inhibition, usual class: inhibitors. 390,000 compounds, 1% hits. AID 588453; note: potency is the fitted concentration of half-maximal effect; % is set by controls: 0 for no effect and ±100 for the full control effect; nearly all actives have a fitted effect of over 65% in size
#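 Rat TrxR1 (90 nM in the dispensed reagent) was pre-reduced with 400 uM NADPH for 5 min at room temperature, then incubated with compound for 15 min. After 400 uM selenite was added, NADPH fluorescence (Ex 340/Em 450 nm) was followed for 8 min.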
# USP1 inh = inhibitors of human USP1/UAF1 deubiquitinase; O94782; recombinant USP1/UAF1, Ub-Rhodamine cleavage fluorescence; Potency, µM (doses to about 57.1 µM), without a hit: at the top dose activity change, negative = inhibition, hits mostly inhibitors; 390,000 compounds, 0.23% hits; note: potency is the fitted concentration of half-maximal effect; % is set by controls: 0 for no effect and ±100 for the full control effect; nearly all actives have a fitted effect of over 60% in size; inactives centre near -12
#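 1 nM enzyme complex + cpd, 15 min RT; start with Ub-Rho 150nM final; kinetic fluorescence ex 480/em 540, 6 reads q60 s. Buffer 50mM HEPES pH 7.8, 0.5mM EDTA, 0.1 mg/ml BSA, 1mM TCEP, 0.01% Tween-20.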
# Vif-A3G inh = blocks the Vif interaction with human APOBEC3G | AID 602310 | 410,000 compounds, 0.076% hits | HeLa A3G-eYFP + Vif (tagged APOBEC3G with the HIV-1 protein that degrades it), YFP fluorescence, overnight | Potency, µM (highest dose often 46.1 µM), for inactives: top-dose activity, negative = active, most hits filed as inhibitors;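 note: potency is the fitted concentration of half-maximal effect; % is set by controls: 0 for no effect and ±100 for the full control effect; nearly all actives have a fitted effect of over 60% in size; hits raise eYFP signal because A3G escapes Vif-driven loss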
# Target sequence (Q9HC16 whole entry, looked up): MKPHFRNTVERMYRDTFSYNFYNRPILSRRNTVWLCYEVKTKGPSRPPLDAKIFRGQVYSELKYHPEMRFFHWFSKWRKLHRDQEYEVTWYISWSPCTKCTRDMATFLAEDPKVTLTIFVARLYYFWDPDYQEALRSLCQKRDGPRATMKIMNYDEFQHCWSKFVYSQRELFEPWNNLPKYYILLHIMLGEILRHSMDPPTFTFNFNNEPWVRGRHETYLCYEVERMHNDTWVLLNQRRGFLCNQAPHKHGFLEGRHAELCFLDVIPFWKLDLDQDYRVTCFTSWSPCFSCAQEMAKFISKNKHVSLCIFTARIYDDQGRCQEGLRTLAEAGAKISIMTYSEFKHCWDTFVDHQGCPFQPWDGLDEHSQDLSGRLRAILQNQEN
#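 Read-out is eYFP fluorescence (Ex 488/Em 500-530) from Vif-expressing HeLa A3G-eYFP cells; more signal means A3G escaped Vif-mediated degradation. Cells plated overnight, compound pinned in, incubated overnight at 37 deg C.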
# RGS4 inhibitor = blocks human RGS4-accelerated GTP hydrolysis; Transcreener GDP fluorescence polarization, RGS4-accelerated GTP hydrolysis; Potency, µM (top dose mostly 114 µM), without a hit: at the top dose activity change, negative = inhibition, actives largely listed as inhibitors; 390,000 compounds, 0.039% hits; AID 504845; note: potency is the fitted concentration of half-maximal effect; % is set by controls: 0 for no effect and ±100 for the full control effect; nearly all actives have a fitted effect of over 75% in size; some results filed as inactive show a strong effect at the top dose
# Target sequence (P49798 whole entry, looked up): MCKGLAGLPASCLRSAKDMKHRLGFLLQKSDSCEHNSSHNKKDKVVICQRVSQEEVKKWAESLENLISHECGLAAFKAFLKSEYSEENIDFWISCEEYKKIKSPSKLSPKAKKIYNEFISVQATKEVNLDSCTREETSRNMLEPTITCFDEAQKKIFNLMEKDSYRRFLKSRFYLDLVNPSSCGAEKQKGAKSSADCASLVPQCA
#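 MLSMR compounds (23 nl, pin-transferred) preincubated 10 min at room temperature with a 500nM (2x) first reagent, then RGS4 at 900nM (2x) plus Transcreener GDP mix added; fluorescence polarization (620/688 nm) read before and after 90 min at 30 °C.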
# mIDH1 inhibitor = human IDH1 R132H inhibition | O75874 | IDH1-R132H enzyme, NADPH consumption, diaphorase/resazurin fluorescence | Potency, µM (series often up to 76.6 µM), without a hit: at the top dose activity change, negative = inhibition, usual class: inhibitors | 390,000 compounds, 0.093% hits; note: potency is the fitted concentration of half-maximal effect; % is set by controls: 0 for no effect and ±100 for the full control effect; nearly all actives have a fitted effect of over 65% in size
#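 IDH1-R132H (0.5 ug/mL) preincubated 30 min with compound, then NADPH (0.016 mM) and alpha-KG (2 mM) added; 80 min at RT, pH 7.5. Remaining NADPH coupled via diaphorase/resazurin to fluorescence (540/590 nm); concentration-response curves normalized to no-enzyme control.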
# Vif-A3F inh = blocks the Vif interaction with APOBEC3F; Potency, µM (titrated, usually from 46.1 µM), for the others: at the highest dose activity, negative = active; HeLa A3F-eYFP + Vif (tagged APOBEC3F with the HIV-1 protein that degrades it), YFP fluorescence increase; 390,000 compounds, 0.2% hits; AID 602313; note: potency is the fitted concentration of half-maximal effect; % of control where 0% means no effect; nearly all actives have a fitted effect of over 65% in size
#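 HeLa cells stably expressing A3F-eYFP plus Vif, plated and incubated overnight at 37 deg C, then exposed to compounds overnight at 37 deg C. Blocked degradation read as raised yellow fluorescence (Ex 488/Em 500-530).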
# LDHA block = LDHA (human) enzyme inhibition; P00338; purified LDHA, NADH/diaphorase-resazurin fluorescence; active compounds read low; activity change, % (values are at about 110 or 230 µM); 480,000 compounds, 0.15% hits; AID 1347041; in the data active = activity change below about -30%; inconclusive = mostly about -25% to -30%;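 note: plate controls were DMSO wells for no effect and wells without enzyme for full effect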
#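 Enzyme activity of human lactate dehydrogenase 5 (2 nM; 0.06 mM NADH, 0.2 mM pyruvate, 5 min, RT) is measured via a resazurin/diaphorase fluorescence readout of residual NADH.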
# GRP78 ERSR act = inducers of ER stress response in human glioma cells. 420,000 compounds, 0.02% hits. Potency, µM, for inactives: at the highest dose activation, usual class: activators. AID 602332. U87-MG GRP78 promoter luciferase reporter, 16 h; note: potency is the fitted concentration of half-maximal effect; series mostly up to about 76 µM; % of control where 0% means no effect; nearly all actives have a fitted effect of over 35% in size
#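 Stably transfected U87-MG human glioma cells carrying a GRP78-based luminescent sensor were seeded at 1000 cells/well, pin-dosed with compounds and incubated 16 h. Luciferase reagent was then added, and end-point luminescence was read after 10 min at room temperature.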
# Active calls of the source: *; ? = inconclusive; nt = no result given; & = joins results of further samples; [ ] = another dose, or the depositor's remark. Unless noted, calls come from the whole dose curve; as a rule, active = well fitted curve in the direction sought with a large enough effect; inconclusive = small, poorly fitted or top-dose-only effect, or another doubt; inactive = no such curve, though single readings can be large; an effect the other way counts as inactive or inconclusive. Only part of the results is shown. The share of hits here may be higher or lower than overall.
SMILES,TrxR1 substrate,rTrxR1 inhibitor,USP1 inh,Vif-A3G inh,RGS4 inhibitor,mIDH1 inhibitor,Vif-A3F inh,LDHA block,GRP78 ERSR act
CCOC(=O)N1CCN(C(=O)CNC(=O)c2ccc(Br)cc2)CC1,4%,10%,-16%,-4%,4%,2%,3%,-9,-3%
CCn1c(SCC(=O)Nc2cc(C)on2)nnc1-c1ccc(S(=O)(=O)N2CCN(C)CC2)cc1,18%,26%,-11%,1%,-36%,-3%,8%,-5,-3%
COc1ccc(-c2noc(-c3cccnc3)n2)cc1OC,6%[57.1 µM],8%[57.1 µM],9%,-5%,-30%,0%,4%,-5,-1%
Fc1cccc(Nc2nc3ccccc3n3cnnc23)c1,32%[activator],43%[activator],-5%,-9%,38%,14%,-3%,-1,-7%
O=C(Cc1cccs1)Nc1ccc(-c2nc3ccccc3[nH]2)cc1,31%[activator],13%,-4%,-4%,-8%[11.4 µM],1%,-3%,-4,-4%
O=C(CCc1nnc2n(Cc3ccccc3Cl)c(=O)c3ccccc3n12)NCCCN1CCOCC1,2%,1%,-22%,0%,-10%,6%,5%,-3,2%
COCCn1c(=N)c(C(=O)NCc2ccco2)cc2c(=O)n3cc(C)ccc3nc21,94%&79%[activator],?,?,-7%&-1%,6%&-16%,8%&-2%,-2%&-4%,-2&1,-4%&0%
COc1cc(OC)c(-c2nc3ccccc3s2)cc1OC,221%[activator],-8%,-27%,-5%,-1%,6%,1%,-1,9%
CCOc1ccc2oc(C(=O)Nc3ccc(C)cn3)c(C)c2c1,nt,nt,-23%,2%,nt,3%,-3%,-1,0%
NC(=S)NN=Cc1nccc2ccccc12,2%[57.1 µM],-22%[57.1 µM],?,-9%,-43%,6%,-36%,19,-1%
CC(n1cnnn1)C12CC3CC(CC(C3)C1)C2 (stereo not drawn),5%[57.1 µM],3%[57.1 µM],0%,3%,18%,6%,-1%,-4,-4%
COc1ccc(CNC(=O)CSc2nnnn2Cc2ccccc2)cc1,-2%,2%,0%,-17%,-22%,12%,nt,-8,-4%
Cc1ccc2c(C(=O)CN3CCCCC3)c(C)[nH]c2c1,-3%,?,-21%,-3%,5%,-9%,9%,-4,-2%
O=C([C@@H]1CCCN1C(=O)c1cccs1)N1CCN(S(=O)(=O)c2cccc(F)c2)CC1,10%,6%,-7%,-11%,0%,13%,?,3,-1%
O=C(c1cccc(Cl)c1)N1CCN(CCc2ccccn2)CC1,-3%,9%,-22%,-1%,-7%,8%,-5%,-10,-5%
CCn1cc(Cl)c(C(=O)Nc2nc3ccccc3n2CCN2CCCCC2)n1,-7%,-5%,-9%,5%,-6%,-11%,3%,2,-2%
CCCOc1ccc(-c2cccc(NS(=O)(=O)c3ccc(CC)cc3)c2)nn1,-7%[57.1 µM],6%[57.1 µM],-23%,2%,12%,-3%,-3%,-17,1%
CN(/N=C/C=C/c1ccccc1)C1=NS(=O)(=O)c2ccccc21,29%,3%,-3%,-3%,-1%,0%,7%,-5,-5%
COc1ccccc1NC(=O)Cc1c(F)cccc1Cl,-5%,1%,-18%,-7%,2%,9%,0%,-10,-4%
COc1cccc(NC(=O)CSc2nc(O)c(C/C=C/c3ccccc3)c(=O)[nH]2)c1,-5%,-5%,2%,-8%,-12%,-6%,-5%,-7,-3%
Cc1ccc(S(=O)(=O)N2Cc3ccccc3CC2C(=O)Nc2ccc3c(c2)OCO3)cc1 (stereo not drawn),-5%,5%,-25%,2%,-19%,2%,-22%,5,6%
CCOC(=O)c1cnc2c(-c3ccccc3OC)c(C)nn2c1C,-2%,17%,?,10%,-10%,17%,-3%,-6,-5%
CN(C)C(=O)Cn1c(SCC(=O)NCc2ccc3c(c2)OCO3)nc2ccccc21,10%[57.1 µM],11%[57.1 µM],-10%,-4%,17%,4%,1%,-5,-2%
Nc1ccccc1SCc1c(Cl)cccc1Cl,6%[57.1 µM],10%[57.1 µM],-15%,-6%,-5%,3%,-1%,-6,0%

# Part of the list above in order of molar mass, descending.
SMILES,TrxR1 substrate,rTrxR1 inhibitor,USP1 inh,Vif-A3G inh,RGS4 inhibitor,mIDH1 inhibitor,Vif-A3F inh,LDHA block,GRP78 ERSR act
COc1cccc(NC(=O)CSc2nc(O)c(C/C=C/c3ccccc3)c(=O)[nH]2)c1,-5%,-5%,2%,-8%,-12%,-6%,-5%,-7,-3%
CCOC(=O)c1cnc2c(-c3ccccc3OC)c(C)nn2c1C,-2%,17%,?,10%,-10%,17%,-3%,-6,-5%
Cc1ccc2c(C(=O)CN3CCCCC3)c(C)[nH]c2c1,-3%,?,-21%,-3%,5%,-9%,9%,-4,-2%

# Continuation:
SMILES,TrxR1 substrate,rTrxR1 inhibitor,USP1 inh,Vif-A3G inh,RGS4 inhibitor,mIDH1 inhibitor,Vif-A3F inh,LDHA block,GRP78 ERSR act
CCCC1=NN(C(=O)CCc2ccccc2O)C(O)(C(F)(F)F)C1 (stereo not drawn),-9%,13%[57.1 µM],-15%,1%,-28%,10%,1%,-7,-2%
NC(=O)NC(Cc1ccccc1)C(=O)NNC(=O)COc1ccccc1Cl (stereo not drawn),4%,17%,?,0%,-3%,-1%,1%,-9,-1%
COc1cc(OC)cc(C(=O)N[C@H](C(=O)NCCc2c[nH]c3ccccc23)C(C)C)c1,-9%[57.1 µM],8%[57.1 µM],-18%,-2%,-24%,1%,-7%,-3,-3%
Cc1ccc(N2C(=O)CC(N3CCN(C4CCc5ccccc5C4)CC3)C2=O)cc1 (stereo not drawn),-4%,-5%,-25%,-3%,-20%,5%,-5%,-1,-1%
COc1ccc(S(N)(=O)=O)cc1C(=O)OCC(=O)N1c2ccccc2NC(=O)C1(C)C,3%,11%,-16%,-1%,-3%,2%,9%,1,-5%
COC(=O)c1ccc(C(=O)OC)c(NC(=S)N2CCN(c3cccc(Cl)c3)CC2)c1,-9%,-14%,-21%,-6%,-25%,3%,5%,1,-4%
Cn1c(SCC(=O)Nc2ccccc2)nnc1-c1ccc(NC(=O)CCc2ccccc2)cc1,-12%&1%,-11%&10%,0%,1%&-1%,0%,0%,5%,-11&-7,-1%&-4%
CCCCn1c(N)c(N(Cc2ccccc2OC)C(=O)c2cc(CC)c(C)s2)c(=O)[nH]c1=O,-8%,-4%,-7%,-8%,-26%,-3%,0%,-8,-2%
CCC(=O)NC1CC2CCCC(C1)N2Cc1ccc(C)cc1 (stereo not drawn),3%,14%,-20%,0%,-9%,2%,10%,-5,-1%
C=CCCC(=O)N1C[C@H]2CON(C)[C@H]2C[C@H]1c1ccccc1Br,-4%,7%,-14%,1%,-3%,-8%,7%,-4,-3%
Cc1ccc(C2CN(c3ccccc3)CC2C(=O)c2ccc(F)cc2)cc1 (stereo not drawn),4%[57.1 µM],-17%[57.1 µM],-1%,-13%,-46%,-1%,-4%,4,-1%
CN(C)CCCN(C(=O)c1ccc(S(=O)(=O)N2CCCC2)cc1)c1nc2c(F)cc(F)cc2s1,-1%[57.1 µM],0%[57.1 µM],-8%,1%,9%,0%,-7%,-15,3%

# Complete entries, looked up by structure. Order of values: TrxR1 substrate, rTrxR1 inhibitor, USP1 inh, Vif-A3G inh, RGS4 inhibitor, mIDH1 inhibitor, Vif-A3F inh, LDHA block, GRP78 ERSR act
# Record of COc1cc(OC)c(-c2nc3ccccc3s2)cc1OC → 221%[activator], -8%, -27%, -5%, -1%, 6%, 1%, -1, 9%
# Record of COc1cccc(NC(=O)CSc2nc(O)c(C/C=C/c3ccccc3)c(=O)[nH]2)c1 → -5%, -5%, 2%, -8%, -12%, -6%, -5%, -7, -3%
# Record of Nc1ccccc1SCc1c(Cl)cccc1Cl → 6%[57.1 µM], 10%[57.1 µM], -15%, -6%, -5%, 3%, -1%, -6, 0%
# Record of O=C([C@@H]1CCCN1C(=O)c1cccs1)N1CCN(S(=O)(=O)c2cccc(F)c2)CC1 → 10%, 6%, -7%, -11%, 0%, 13%, ?, 3, -1%

# Continuation.
SMILES,TrxR1 substrate,rTrxR1 inhibitor,USP1 inh,Vif-A3G inh,RGS4 inhibitor,mIDH1 inhibitor,Vif-A3F inh,LDHA block,GRP78 ERSR act
CCOc1ccc2[nH]c(=O)c(CN(CCCN3CCOCC3)C(=O)Nc3ccc(F)cc3)cc2c1,-3%,10%,-6%,3%,-5%,-2%,2%,0,0%
COc1cc(OC)cc(C(=O)OCC(=O)NC2CCCCCCC2)c1,nt,nt,-5%,-3%,nt,5%,-8%,-5,-4%
COC(=O)c1nn(Cc2ccccc2)c(=O)c2ccccc12,0%,3%,-19%,-2%,0%,-2%,-3%,-2,-2%
CCC1(c2ccc(F)cc2)NC(=O)N(CC(=O)Nc2cccc(S(=O)(=O)N3CCCC3)c2)C1=O (stereo not drawn),-4%,6%,-14%,3%,-11%,5%,-4%,-1,0%
O=C(NCC(c1ccco1)N1CCCCC1)c1cnc(Cl)c(Cl)c1 (stereo not drawn),-4%,1%,5%,-2%,-23%,1%,-12%,-1,-2%
